High-throughput results as filed in PubChem BioAssay.
BioA inh – M. tuberculosis BioA enzyme inhibitors, primary screen, biochemical, plate reader, single point, HTS; inhibition, % at 9.99 µM; AID 602481, 2012; purified M. tuberculosis BioA enzyme; 0.096% of 360,000 active; in the data active = inhibition above about 40%; inconclusive = no clear call, values can overlap the other calls
GDH-TPI counter – GDH-TPI coupling enzyme inhibitors, primary screen, artefact control for M. tuberculosis FBA inhibitor project, biochemical, absorbance, full deck; 1.2% of 360,000 active; AID 588335, 2011; inhibition, % at 4.8 µM; GDH-TPI coupled enzyme counterscreen, NADH absorbance;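 also: 0% = DMSO wells and 100% = wells lacking the enzyme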
MazEF act – activators of E. coli MazEF toxin-antitoxin RNase, primary screen, biochemical, fluorescence, uHTS; FAM/BHQ RNA-DNA oligo cleavage fluorescence, 5 h; activation, % at 20 µM; 0.32% of 350,000 active; AID 504720, 2011; in the data active = activation above about 50%
Target sequence (P0AE70 whole entry, looked up): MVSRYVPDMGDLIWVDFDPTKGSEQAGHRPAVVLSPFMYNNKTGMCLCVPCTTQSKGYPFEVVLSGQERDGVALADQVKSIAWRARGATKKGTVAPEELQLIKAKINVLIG
CCHFV vOTU inh – CCHFV vOTU protease inhibitors, primary screen, biochemical, Pep-AMC substrate, fluorescence. Crimean-Congo hemorrhagic fever virus L polyprotein viral ovarian tumor (vOTU) protease …. 0.55% of 370,000 active. inhibition, % at 11.5 µM; also: 0% = vehicle wells with enzyme and 100% = no enzyme wells
BoNT F protease – BoNT/F light chain protease inhibitors, primary screen, biochemical, flow cytometry, MLPCN library; Botulinum neurotoxin type F light chain protease (Clostridium botulinum); Multiplex microsphere protease cleavage assay; inhibition, % at 10 µM; 0.22% of 360,000 active; AID 588497, 2011; in the data active = inhibition above about 35%, passing the limit was not always enough; inconclusive = no clear call, values can overlap the other calls; also: plate controls were buffer without enzyme for full effect and enzyme alone for no effect
UGM FP inh – M. tuberculosis UGM enzyme inhibitors, primary screen, biochemical, fluorescence polarization, single point; UDP-galactopyranose mutase (Mycobacterium tuberculosis (strain ATCC 25618 / H37Rv)), …; purified UGM, fluorescence polarization probe displacement; inhibition, % at 10 µM; 0.06% of 320,000 active; in the data active = inhibition above about 10%, passing the limit was not always enough; inconclusive = no clear call, values can overlap the other calls
Target sequence (P9WIQ1 whole entry, looked up): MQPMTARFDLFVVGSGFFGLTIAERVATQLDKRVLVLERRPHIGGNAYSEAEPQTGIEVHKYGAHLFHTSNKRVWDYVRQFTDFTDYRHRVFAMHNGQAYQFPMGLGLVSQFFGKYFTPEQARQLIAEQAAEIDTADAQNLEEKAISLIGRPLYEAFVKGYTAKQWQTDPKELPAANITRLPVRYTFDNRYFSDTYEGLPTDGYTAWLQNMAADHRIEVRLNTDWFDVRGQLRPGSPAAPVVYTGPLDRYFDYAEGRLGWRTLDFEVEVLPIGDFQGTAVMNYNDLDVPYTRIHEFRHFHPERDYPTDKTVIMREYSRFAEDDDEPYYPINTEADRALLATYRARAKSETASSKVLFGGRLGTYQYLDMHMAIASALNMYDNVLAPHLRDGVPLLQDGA
DUSP3 inh – VHR1 phosphatase inhibitors, primary screen, biochemical, absorbance, uHTS | Dual specificity protein phosphatase 3 (Homo sapiens), P51452 | recombinant VHR phosphatase, pNPP absorbance | inhibition, % at 13.3 µM | 0.52% of 290,000 active; in the data active = inhibition above about 50%; also: some compounds called inactive have numbers as strong as hits
Target sequence (P51452 whole entry, looked up): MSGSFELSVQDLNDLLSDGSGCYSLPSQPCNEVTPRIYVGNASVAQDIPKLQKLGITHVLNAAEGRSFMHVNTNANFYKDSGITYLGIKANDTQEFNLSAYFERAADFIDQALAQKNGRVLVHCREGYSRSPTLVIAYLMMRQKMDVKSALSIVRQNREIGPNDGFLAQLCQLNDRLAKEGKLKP
Rv3671c inh – Rv3671c serine protease inhibitors, primary screen, biochemical, fluorescence polarization, M. tuberculosis H37Rv. AID 2606, 2010. 0.048% of 320,000 active. inhibition, % at 5.96 µM; in the data active = inhibition above about 38%;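 also: extracellular domain of Rv3671c used as enzyme; 0% = enzyme with DMSO and 100% = no enzyme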
Mtb FBA inh – Mtb FBA enzyme inhibitors, primary screen, biochemical, fluorescence, strain H37Rv | Fructose-bisphosphate aldolase (Mycobacterium tuberculosis (strain ATCC 25618 / H37Rv)), … | purified M. tuberculosis FBA, fluorescence read-out | inhibition, % at 1 µM | 2.3% of 360,000 active; in the data active = inhibition above about 27%;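 also: 0% = vehicle and 100% = reference inhibitor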
Target sequence (P9WQA3 whole entry, looked up): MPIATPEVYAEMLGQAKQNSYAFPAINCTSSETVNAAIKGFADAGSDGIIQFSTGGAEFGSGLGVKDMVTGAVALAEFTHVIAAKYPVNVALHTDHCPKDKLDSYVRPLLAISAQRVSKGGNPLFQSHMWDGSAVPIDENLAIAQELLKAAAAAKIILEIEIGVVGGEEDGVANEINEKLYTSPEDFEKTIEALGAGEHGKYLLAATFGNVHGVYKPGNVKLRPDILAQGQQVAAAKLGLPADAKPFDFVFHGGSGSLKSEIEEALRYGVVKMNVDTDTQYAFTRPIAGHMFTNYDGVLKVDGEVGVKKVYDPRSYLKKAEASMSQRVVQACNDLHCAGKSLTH
FadD28 binding – inhibitors of FadD28 bisubstrate probe binding, primary screen, biochemical, fluorescence polarization, single point | Mycobacterium tuberculosis FadD28 fatty-acid-AMP ligase | inhibition, % at 12.5 µM | 0.22% of 360,000 active | AID 588549, 2011; in the data active = inhibition above about 8.5%, passing the limit was not always enough; inconclusive = no clear call, values can overlap the other calls
Active calls of the source: *. Rule as the data show it, unless noted: active = inhibition above about 30%; inactive = the rest.

What do the screens show for `CCn1cc(C(=O)Nc2ccc(OC)c(OC)c2)c2cc(OC)c(OC)cc2c1=O`?
BioA inh: 5.8; GDH-TPI counter: 12; MazEF act: 0; CCHFV vOTU inh: -11; BoNT F protease: -4; UGM FP inh: 0.4; DUSP3 inh: -29; Rv3671c inh: 2; Mtb FBA inh: -9; FadD28 binding: -5.4

How did O=C(CN1CCCCC1)Nc1cccc(Cl)c1 do in these assays?
GDH-TPI counter: -8; MazEF act: 8; CCHFV vOTU inh: -15; BoNT F protease: 0; UGM FP inh: 1.1; DUSP3 inh: 9; Rv3671c inh: 2; Mtb FBA inh: 2; FadD28 binding: -0.6

How did Cc1nn(CC(O)COc2ccc3c(c2)CCC3)c(C)c1C (configuration not stated) do in these assays?
BioA inh: 0.2; GDH-TPI counter: 2; MazEF act: 0; CCHFV vOTU inh: 2; BoNT F protease: 8; UGM FP inh: -1.0; DUSP3 inh: -11; Rv3671c inh: 5; Mtb FBA inh: 0; FadD28 binding: -1.8

Results for COC(=O)c1cn(CCC#N)nc1-c1ccc2ccccc2c1 ?
BioA inh: 2.9; GDH-TPI counter: 7; MazEF act: -1; CCHFV vOTU inh: 5; UGM FP inh: -5.0; DUSP3 inh: -7; Rv3671c inh: 4; Mtb FBA inh: -1; FadD28 binding: -2.5

What do the screens show for `CCN(c1ccc(NC(=O)COC(=O)c2ccc(C)c(S(=O)(=O)N3CCOCC3)c2)cc1)C(C)C`?
BioA inh: -1.4; GDH-TPI counter: -4; MazEF act: -3; CCHFV vOTU inh: 8; BoNT F protease: -5; UGM FP inh: 0.4; DUSP3 inh: -13; Rv3671c inh: 3; Mtb FBA inh: 1; FadD28 binding: 0.9

What do the screens show for `CC(=O)c1cccc(NC(=O)N2CCCC2C(=O)NCc2ccccc2)c1` (configuration not stated)?
BioA inh: 0.0; GDH-TPI counter: 10; MazEF act: 2; CCHFV vOTU inh: 6; BoNT F protease: 14; UGM FP inh: -0.2; DUSP3 inh: -15; Rv3671c inh: 4; Mtb FBA inh: -6; FadD28 binding: -1.2

How did O=C(CCNC(=O)c1ccccc1)NCCCc1ccccc1 do in these assays?
BioA inh: -0.5; GDH-TPI counter: -2; MazEF act: 1; CCHFV vOTU inh: 19; BoNT F protease: -2; Rv3671c inh: -4; Mtb FBA inh: 1; FadD28 binding: 0.9

How did COC(=O)C1=C(N)Oc2cc(C)n(Cc3cccnc3)c(=O)c2C1c1ccc(OC)c(OC)c1OC (configuration not stated) do in these assays?
BioA inh: -1.3; GDH-TPI counter: -2; MazEF act: 4; CCHFV vOTU inh: 3; BoNT F protease: 16; UGM FP inh: -0.6; DUSP3 inh: 16; Rv3671c inh: 7; Mtb FBA inh: -5; FadD28 binding: -0.3

How did COCC(C)n1c(SCc2ccc(OC)c(F)c2)nc2ccccc2c1=O (configuration not stated) do in these assays?
GDH-TPI counter: -5; MazEF act: -7; CCHFV vOTU inh: -10; BoNT F protease: -4; DUSP3 inh: 29; Mtb FBA inh: -3; FadD28 binding: -4.4

What do the screens show for `O=C(COC(=O)c1ccc[nH]c1=O)NCCc1ccc(Cl)cc1Cl`?
BioA inh: -3.1; GDH-TPI counter: 2; MazEF act: 7; CCHFV vOTU inh: 0; BoNT F protease: -2; UGM FP inh: -0.7; DUSP3 inh: 14; Rv3671c inh: 9; Mtb FBA inh: -6; FadD28 binding: 0.2

How did COc1ccc(NC(=O)C(=O)NCCN2CCN(C(=O)c3ccc(C)cc3)CC2)cc1 do in these assays?
BioA inh: -0.5; GDH-TPI counter: 18; MazEF act: -31; CCHFV vOTU inh: -11; BoNT F protease: -8; UGM FP inh: -3.3; DUSP3 inh: -8; Rv3671c inh: -1; Mtb FBA inh: -2; FadD28 binding: 0.5

How did CCCc1nnc(NC(=O)C23CC4CC(CC(C4)C2)C3)s1 do in these assays?
BioA inh: -2.3; GDH-TPI counter: 7; MazEF act: 1; CCHFV vOTU inh: -7; BoNT F protease: inconclusive; UGM FP inh: -1.9; DUSP3 inh: -15; Mtb FBA inh: 1; FadD28 binding: -3.1

Results for O=C(CN1CCN(c2ccccc2F)CC1)c1ccc(O)cc1O ?
BioA inh: 0.6; GDH-TPI counter: 26; MazEF act: 5; CCHFV vOTU inh: -1; BoNT F protease: 1; UGM FP inh: -0.8; DUSP3 inh: -3; Rv3671c inh: 2; Mtb FBA inh: -5; FadD28 binding: -2.1

What do the screens show for `CCn1cc(CN2CCC(n3nccc3NC(=O)c3ccccc3C)CC2)c(C)n1`?
BioA inh: -0.1; GDH-TPI counter: 14; MazEF act: 7; CCHFV vOTU inh: 4; BoNT F protease: -6; UGM FP inh: 0.8; DUSP3 inh: 6; Rv3671c inh: 0; Mtb FBA inh: -2; FadD28 binding: 0.8

What do the screens show for `Cc1onc(-c2c(Cl)cccc2Cl)c1C(O)c1ccc(F)cc1` (configuration not stated)?
BioA inh: 1.1; GDH-TPI counter: 3; MazEF act: -4; CCHFV vOTU inh: 7; BoNT F protease: 7; UGM FP inh: -0.2; DUSP3 inh: 14; Rv3671c inh: -5; Mtb FBA inh: 0; FadD28 binding: -3.4

What do the screens show for `CCCC(=O)Nc1c(O)c2ccccc2[nH]c1=O`?
BioA inh: -0.8; GDH-TPI counter: 3; MazEF act: -14; CCHFV vOTU inh: -13; BoNT F protease: 4; UGM FP inh: 0.8; DUSP3 inh: -5; Rv3671c inh: -11; Mtb FBA inh: 8; FadD28 binding: -0.1

Results for COCCn1c(=NC(=O)CSC(C)=O)sc2cc(OC)ccc21 ?
BioA inh: 1.0; GDH-TPI counter: 15; MazEF act: -3; CCHFV vOTU inh: 20; BoNT F protease: 0; UGM FP inh: -1.6; DUSP3 inh: 23; Rv3671c inh: 1; Mtb FBA inh: -1; FadD28 binding: -4.6

Results for O=C(CN1C2=NCCN2c2ccccc21)N1CCOCC1 ?
MazEF act: -5; CCHFV vOTU inh: 11; UGM FP inh: -0.4; DUSP3 inh: -13; Rv3671c inh: 1

What do the screens show for `O=C(NC1CCCCCCC1)c1ccco1`?
BioA inh: -2.4; GDH-TPI counter: 3; MazEF act: 1; CCHFV vOTU inh: 17; BoNT F protease: 1; UGM FP inh: 0.3; DUSP3 inh: -8; Rv3671c inh: 5; Mtb FBA inh: 4; FadD28 binding: -2.1

Results for Cc1csc(NC(=O)CCc2c(C)nc3cc(-c4cccc(F)c4)nn3c2C)n1 ?
BioA inh: -0.7; GDH-TPI counter: -6; MazEF act: 6; CCHFV vOTU inh: -3; BoNT F protease: -13; UGM FP inh: 1.3; DUSP3 inh: 15; Rv3671c inh: -3; Mtb FBA inh: 3; FadD28 binding: -2.0

Nothing new here: an excerpt of the list.
What do the screens show for `CCn1cc(C(=O)Nc2ccc(OC)c(OC)c2)c2cc(OC)c(OC)cc2c1=O`?
BioA inh: 5.8; GDH-TPI counter: 12; MazEF act: 0; CCHFV vOTU inh: -11; BoNT F protease: -4; UGM FP inh: 0.4; DUSP3 inh: -29; Rv3671c inh: 2; Mtb FBA inh: -9; FadD28 binding: -5.4

How did O=C(CN1CCCCC1)Nc1cccc(Cl)c1 do in these assays?
GDH-TPI counter: -8; MazEF act: 8; CCHFV vOTU inh: -15; BoNT F protease: 0; UGM FP inh: 1.1; DUSP3 inh: 9; Rv3671c inh: 2; Mtb FBA inh: 2; FadD28 binding: -0.6

How did Cc1nn(CC(O)COc2ccc3c(c2)CCC3)c(C)c1C (configuration not stated) do in these assays?
BioA inh: 0.2; GDH-TPI counter: 2; MazEF act: 0; CCHFV vOTU inh: 2; BoNT F protease: 8; UGM FP inh: -1.0; DUSP3 inh: -11; Rv3671c inh: 5; Mtb FBA inh: 0; FadD28 binding: -1.8

Results for COC(=O)c1cn(CCC#N)nc1-c1ccc2ccccc2c1 ?
BioA inh: 2.9; GDH-TPI counter: 7; MazEF act: -1; CCHFV vOTU inh: 5; UGM FP inh: -5.0; DUSP3 inh: -7; Rv3671c inh: 4; Mtb FBA inh: -1; FadD28 binding: -2.5

Other entries
What do the screens show for `COc1ccc(N2CCN(C(=O)c3ccc(S(=O)(=O)NCc4ccco4)cc3)CC2)cc1`?
BioA inh: 1.9; GDH-TPI counter: 3; MazEF act: 5; CCHFV vOTU inh: -11; BoNT F protease: -6; UGM FP inh: 0.0; Rv3671c inh: -3; Mtb FBA inh: 6; FadD28 binding: -0.4

What do the screens show for `CN(C1CCS(=O)(=O)C1)S(=O)(=O)c1ccc(N2CCCC2=O)cc1` (configuration not stated)?
BioA inh: 0.9; GDH-TPI counter: 2; MazEF act: 7; CCHFV vOTU inh: -7; BoNT F protease: -2; UGM FP inh: -2.2; DUSP3 inh: 1; Rv3671c inh: -1; Mtb FBA inh: 1; FadD28 binding: -5.0

What do the screens show for `O=[N+]([O-])c1cccc(N/N=C/c2cc([N+](=O)[O-])ccc2O)c1`?
GDH-TPI counter: 23; MazEF act: 12; CCHFV vOTU inh: 13; BoNT F protease: 13; UGM FP inh: 1.4; DUSP3 inh: 26; Rv3671c inh: 9; Mtb FBA inh: -4; FadD28 binding: -1.3

Results for CC(OC(=O)c1ccc(NC(=O)CC#N)cc1)C(=O)Nc1ccc2c(c1)OCCO2 (configuration not stated) ?
GDH-TPI counter: 7; MazEF act: 2; CCHFV vOTU inh: 9; UGM FP inh: 2.5; Rv3671c inh: -140; Mtb FBA inh: -2; FadD28 binding: -5.9

What do the screens show for `Cc1ccc2nc(Cl)c(/C=N/NC(=O)CN3CCOCC3)cc2c1`?
BioA inh: 2.1; GDH-TPI counter: 16; MazEF act: 6; CCHFV vOTU inh: -6; BoNT F protease: 3; UGM FP inh: -1.8; Rv3671c inh: 1; Mtb FBA inh: 1; FadD28 binding: -3.5

How did Cc1cc(C)c2c(n1)SCC(=O)N2CC(=O)Nc1cc(F)ccc1F do in these assays?
BioA inh: 1.7; GDH-TPI counter: 3; MazEF act: -6; CCHFV vOTU inh: -4; BoNT F protease: -4; UGM FP inh: -1.6; DUSP3 inh: 29; Rv3671c inh: -3; Mtb FBA inh: 0; FadD28 binding: -2.3

Results for CN(C)c1cc(O)c(C(=S)Nc2ccccc2)c(N(C)C)c1 ?
BioA inh: 2.3; GDH-TPI counter: 4; MazEF act: -5; CCHFV vOTU inh: 3; BoNT F protease: -2; UGM FP inh: -0.7; DUSP3 inh: 21; Rv3671c inh: -9; Mtb FBA inh: 0; FadD28 binding: -0.4

What do the screens show for `CC(CN(C)Cc1ccccc1)OC(=O)c1ccc2c(c1)OCCO2` (configuration not stated)?
BioA inh: 2.1; GDH-TPI counter: -6; MazEF act: -11; CCHFV vOTU inh: 0; BoNT F protease: -26; UGM FP inh: 0.9; DUSP3 inh: -4; Rv3671c inh: -3; Mtb FBA inh: -5; FadD28 binding: -1.7

What do the screens show for `O=C(Nc1nc(-c2ccncc2)cs1)c1ccc(S(=O)(=O)N2CCOCC2)cc1`?
GDH-TPI counter: 30; MazEF act: -3; CCHFV vOTU inh: 39*; BoNT F protease: -1; UGM FP inh: -3.3; DUSP3 inh: 14; Rv3671c inh: -8; Mtb FBA inh: -3; FadD28 binding: -3.9

How did CCOC(=O)c1cc2cc(C)ccc2[nH]1 do in these assays?
BioA inh: -2.0; GDH-TPI counter: 8; MazEF act: 0; CCHFV vOTU inh: 2; BoNT F protease: -4; UGM FP inh: 1.2; DUSP3 inh: 36; Rv3671c inh: -8; Mtb FBA inh: 32*; FadD28 binding: 0.8
